High-throughput results from PubChem.
AmpC inh detg – inhibitors of E. coli AmpC beta-lactamase with detergent. AmpC hydrolysis of nitrocefin, absorbance 480 nm, 0.01% Triton. Potency, µM (doses to about 114 µM), inactives show top-dose activity change, negative = inhibition, hits mostly inhibitors. 370,000 tested, 0.041% active. AID 485294;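 note: potency is the fitted concentration of half-maximal effect; 0% = no-compound wells and -100% = no-enzyme wells; nearly all actives have a fitted effect of over 25% in size; some results filed as inactive show a strong effect at the top dose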
Target sequence (P00811 whole entry, looked up): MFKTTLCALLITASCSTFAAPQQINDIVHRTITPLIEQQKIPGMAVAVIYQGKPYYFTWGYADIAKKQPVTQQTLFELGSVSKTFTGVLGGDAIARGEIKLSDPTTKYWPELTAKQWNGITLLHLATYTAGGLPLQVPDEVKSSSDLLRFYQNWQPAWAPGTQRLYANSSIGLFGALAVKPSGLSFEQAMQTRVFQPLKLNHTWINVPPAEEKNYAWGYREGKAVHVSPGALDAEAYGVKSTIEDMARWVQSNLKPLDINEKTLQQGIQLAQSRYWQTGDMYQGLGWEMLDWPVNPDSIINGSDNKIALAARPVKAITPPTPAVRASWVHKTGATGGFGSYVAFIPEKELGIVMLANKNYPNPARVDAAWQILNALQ
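20 mM phosphate pH 7.0 + 0.01% (detergent screen) or 0.0001% Triton X-100; 5.3 nM AmpC reagent; cpd preinc 15 min RT; nitrocefin (800 uM stock) to start; A480 q20 s × 4 min; Activity was normalised to no-enzyme and no-compound control wells.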
HCMV inh – inhibitors of human cytomegalovirus; HFF cells, HCMV-luciferase reporter, 72 h; active compounds read low; activity change, negative = inhibition, % at 57.5 µM; 410,000 tested, 4.5% active; in the data active = activity change below about -60%; inconclusive = no clear call, values can overlap the other calls; inactive = above about -39%
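Luciferase read-out from HCMV-luciferase-infected HFFs (MOI 1 PFU/cell) 72 h post infection at 37C; compounds added after 16 h cell attachment; activity normalized between buffer-only basal and Salinomycin (10uM) inhibitor controls.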
AmpC inh no detg – blocks E. coli AmpC beta-lactamase in detergent-free assay | 330,000 tested, 0.52% active | AmpC nitrocefin hydrolysis, absorbance 480 nm, 0.0001% Triton | Potency, µM (doses to about 57.1 µM), inactives show top-dose activity change, negative = inhibition, usual class: inhibitors | P00811;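 note: potency is the fitted concentration of half-maximal effect; plate controls were no compound for no effect and no enzyme for full effect; nearly all actives have a fitted effect of over 20% in size; some results filed as inactive show a strong effect at the top dose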
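AmpC (5.3 nM in the dispensed reagent) in 20 mM phosphate pH 7.0 with 0.01% (detergent screen) or 0.0001% Triton X-100 was preincubated with compounds for 15 min at room temperature. Nitrocefin was then added from an 800 uM solution, and hydrolysis was followed at 480 nm.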
AMA1 RON2 block – inhibitors of Plasmodium falciparum AMA1-RON2 interaction | Potency, µM (doses to about 58.2 µM), inactives show at the top dose activity change, negative = inhibition, hits mostly inhibitors | AlphaScreen AMA1-biotinylated RON2 peptide binding | 360,000 tested, 0.2% active | AID 720542;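 note: potency is the fitted concentration of half-maximal effect; 0% = vehicle wells and -100% = peptide control; nearly all actives have a fitted effect of over 45% in size; some results filed as inactive show a strong effect at the top dose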
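AMA1 (3D7) with his tag at 25 nM final met compounds first, then biotinylated RON2 peptide at 25 nM; detection used donor plus acceptor beads, 10 µg/mL apiece, read by AlphaScreen after 30 min at room temperature.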
Sm TGR block – inhibitors of Schistosoma mansoni thioredoxin glutathione reductase; 360,000 tested, 3% active; purified TGR, DTNB reduction, TNB absorbance 405 nm; Potency, µM (highest dose often 114 µM), for inactives: at the top dose activity change, negative = inhibition, usual class: inhibitors; Q962Y6; AID 485364; note: potency is the fitted concentration of half-maximal effect; nearly all actives have a fitted effect of over 60% in size
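Kinetic colorimetric format: TGR-catalysed, NADPH-driven DTNB reduction monitored via TNB absorbance. Enzyme dispensed at 20 nM; compound exposure 15 min at room temperature before reaction start.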
Giardia FBPA inh – inhibitors of Giardia lamblia fructose-1,6-bisphosphate aldolase; A8B2U2; purified Giardia FBPA; Potency, µM (highest dose often 59.6 µM), for the others: at the top dose activity, negative = inhibition, usual class: inhibitors; 290,000 tested, 0.71% active; note: potency is the fitted concentration of half-maximal effect; nearly all actives have a fitted effect of over 55% in size
Target sequence (A8B2U2 whole entry, looked up): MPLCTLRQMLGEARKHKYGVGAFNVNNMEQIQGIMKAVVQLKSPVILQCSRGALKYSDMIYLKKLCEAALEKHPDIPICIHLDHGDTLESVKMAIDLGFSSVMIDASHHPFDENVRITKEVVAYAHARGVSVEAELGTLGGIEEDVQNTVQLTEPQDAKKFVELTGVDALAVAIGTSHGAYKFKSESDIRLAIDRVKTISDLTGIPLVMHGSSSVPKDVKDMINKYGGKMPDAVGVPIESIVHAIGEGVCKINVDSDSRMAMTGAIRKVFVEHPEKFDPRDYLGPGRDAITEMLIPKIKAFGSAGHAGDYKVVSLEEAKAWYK
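40 nM FBPA preincubated 10 min at RT with compound (up to 57.5 uM final), then substrate plus GAPDH/TPI/NAD/arsenate coupling and diaphorase/resazurin added. Fluorescence read after 20 min at RT, 525/598 nm.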
Starred values were filed as active, the others as inactive; ? = inconclusive; nt = no result given; [ ] = remark or other dose. Unless noted, calls come from the whole dose curve; as a rule, active = well fitted curve in the direction sought with a large enough effect; inconclusive = small, poorly fitted or top-dose-only effect, or another doubt; inactive = no such curve, though single readings can be large; an effect the other way counts as inactive or inconclusive. Unless noted, % is set by controls: 0 for no effect and ±100 for the full control effect. Rows are unselected. Share with any hit: about 7.8%.

SMILES	AmpC inh detg	HCMV inh	AmpC inh no detg	AMA1 RON2 block	Sm TGR block	Giardia FBPA inh
CCc1ccc(/C=C2\SC(=S)N(CCCC(=O)Nc3nccs3)C2=O)cc1	?	-93*	-15%	-6%	-4%	-3%
Cc1ccc(NC(=O)CCCc2nc(-c3ccco3)no2)cc1Cl	1%	0	nt	nt	-1%	nt
CCn1c(SCC(=O)Nc2ccc(S(=O)(=O)Nc3ccccn3)cc2)nnc1-c1ccncc1	-11%	-2	-19%	2%	13%	0%
Cc1ccc(NC(=O)CN2C(=O)NC(C)(C3CC3)C2=O)c([N+](=O)[O-])c1 (centres undefined)	-14%	0	-18%	0%	-7%	nt
OCCNc1ncnc2c1ncn2Cc1ccccc1	-7%	71	-10%	1%	3%	-1%
COc1ccc(CNC(=O)c2ccc(N3CCC4(CC3)CC(c3ccc(Cl)cc3)=NO4)c(NC(=O)Cc3ccc(F)cc3)c2)cc1	nt	17	-38%	-2%	nt	nt
CCOc1ccc2nc(N3CCCC(C(=O)NCCc4ccc(Cl)cc4)C3)sc2c1 (centres undefined)	-2%	8	nt	nt	1%	nt
O=S(=O)(c1ccc(SCCOc2ccc(Br)cc2)nc1)N1CCCC1	-1%	?	-34%	-2%	-31%	nt
CCCc1nnc(NC(=O)Nc2ccccc2OC)s1	5%	50	-8%	10%	7%	5%
O=C(Nc1ccc(C(=O)O)cc1)/C(=C\c1ccco1)NC(=O)c1ccco1	7%	0	-11%	-8%	?	-8%
O/N=C1\CCC\C1=C/c1ccco1	0%	10	-16%	-21%	?	-1%
COC(=O)c1c(NC(=O)c2cccs2)sc2c1CCCC2	-1%	30	-29%	50%[activator]	5%	30%
CCCCN(CC)C(=O)c1ccc2c(c1)OCO2	-2%	49	-4%	14%[2.32 µM]	24%	2%
COC(=O)c1nc2n(n1)C(c1cc(OC)ccc1OC)C(C(=O)OC1CCCCC1)=C(C)N2 (centres undefined)	?	48	19%	1%	-28%	-6%
CCOc1ccccc1N(CC)C(=O)Cn1ncc2c1-c1ccccc1OC2	6%	-18	nt	nt	4%	nt
CN(C(=O)COc1ncnc2sccc12)c1ccccc1	5%	16	-15%	-4%	-2%	0%
Cc1ccc(-c2nc3n(n2)C(c2ccccc2C)C=C(c2ccc(Cl)cc2)N3)cc1 (centres undefined)	15%	-23	nt	nt	2%	nt
CN(C)c1nc(NCc2ccccc2)nc(SCC(N)=O)n1	5%	13	-1%	8%	-3%	-6%
Cc1ccc(C2=NC(=O)/C(=C/c3cc(O)c(O)c(Br)c3)S2)cc1	2%	0	18µM*	?	-32%	16µM*
C=CCNc1nc(-c2c(C)nc3ncccn23)cs1	?	45	-15%	1%	-32%	?

Single entries from above:
Reading for CCCCN(CC)C(=O)c1ccc2c(c1)OCO2 under HCMV inh: 49
Reading for CCc1ccc(/C=C2\SC(=S)N(CCCC(=O)Nc3nccs3)C2=O)cc1 under Sm TGR block: -4%

Next section:
SMILES	AmpC inh detg	HCMV inh	AmpC inh no detg	AMA1 RON2 block	Sm TGR block	Giardia FBPA inh
O=C(Nc1cccnc1)c1cc2c(s1)-c1ccccc1OC2	-12%	-62*	-51%	26%	-14%	4%
C=CCNC(=S)/N=c1/ccccn1C	1%	-98*	-4%	6%	?	?
CC(C)c1ccc(C(C(=O)NC2CCCCC2)N(C(=O)c2ccccn2)c2cccnc2)cc1 (centres undefined)	-9%	-37	25%	-8%	-1%	-2%
COc1ccc(C(=O)NCCc2sc(-c3ccc(F)cc3)nc2C)cc1OC	1%	-15	nt	nt	10%	nt
CCOc1ccc(CN2CCNC(=O)C2CC(=O)NCCc2ccccn2)cc1 (centres undefined)	6%	-39	21%	31%[activator]	?	-15%
COc1ccc(C(O)c2nccn2C)cc1 (centres undefined)	0%	40	-2%	38%[activator]	-3%	-5%
Cc1cc(C)c2c(N)c(C(=O)Nc3c(C)n(C)n(-c4ccccc4)c3=O)sc2n1	?	-2	-18%	48%[activator]	0%	1%
CCCCNS(=O)(=O)c1cc(-c2nn(C)c(=O)c3ccccc23)ccc1C	-5%	64	-1%	-8%	-26%	-8%
CS(=O)(=O)N(Cc1ccc(C(=O)NCCSCc2ccco2)cc1)c1ccccc1	-4%	-38	-10%	-4%	-16%	4%
CN(C)C(CNC(=S)Nc1ccccc1Cl)c1cccnc1 (centres undefined)	-6%	-16	-9%	5%	6%	0%
C/C(=N\Nc1cccc2cccnc12)c1ccc[nH]1	?	220	-17%	-11%	-5%	-13%
CC(=O)C(=Cc1cc(C)n(-c2ccccc2)c1C)C(C)=O	1%	-34	18%	-5%	3%	4%
COc1cccc2cc(C(=O)NCCC3=CCCCC3)c(=O)oc12	1%	-23	5%	-1%	0%	-16%
O=C(CCCN1CCOCC1)c1ccc2c(c1)OCCO2	2%	82	-6%	-2%	-22%	0%
Cc1c(OC(C)C(=O)N[C@H](C(=O)O)c2ccccc2)ccc2c3c(c(=O)oc12)CCCC3 (some centres undefined)	?	13	-34%	-11%	-31%	21%
COc1ccc(CN2CCC(=O)N([C@H](CO)Cc3ccccc3)CC2)cc1OC	?	-11	19%	2%	-8%	-6%
CC(C)Nc1nc(NC(C)C)nc(N(C)C#N)n1	?	31	-11%	1%	0%	8%
O=C(N/N=C/c1ccc([N+](=O)[O-])s1)c1ccccc1	-3%	?	-43%	-2%	-13%	-3%
COc1ccc(C(=O)Nc2ccc(Oc3nc(C)nc4sc(-c5ccccc5)cc34)cc2)cc1OC	0%	-23	-20%	-12%	-1%	5%
Cc1ccc(S(=O)(=O)NC(C(=O)N2CCN(S(=O)(=O)c3cccc(F)c3)CC2)C(C)C)cc1 (centres undefined)	-1%	-25	3%	7%	-6%	nt
O=C1CC(=O)Nc2cc(S(=O)(=O)Nc3cccc(C(F)(F)F)c3)ccc2N1	4%	?	-26%	0%	0%	nt
COc1ccc(-c2nnc(NC(=O)C3CCCN3S(=O)(=O)c3cccs3)o2)cc1 (centres undefined)	-3%	7	-6%	55%[activator]	0%	nt
Cc1ccc(COc2coc(CN3CCN(C(=O)c4ccco4)CC3)cc2=O)cc1	0%	1	3%	7%	-4%	nt
CCCCC(=O)Nc1ccc2c(c1)C(=O)NC2=O	?	nt	-10%	-5%	3%	-2%
COc1ccc2nc(NC(=O)CSc3nnc(C)n3N)sc2c1	0%	63	-16%	17%	?	2%
CC(=O)OCCc1c(C)nc2nc[nH]n2c1=O	-2%	3	-12%	-4%	11%	-18%
Clc1ccc2c(c1)C(N1CCNCC1)Cc1ccccc1S2 (centres undefined)	-4%	nt	127%[activator]	-6%	-26%	-20%
Cc1ccc(NCC(=O)N/N=C/c2ccc(-c3cccc(C(F)(F)F)c3)o2)cc1	-11%	-1	-39%	21%	5%	-5%
CCOC(=O)C1=C(C)NC2=C(C(=O)OC2)C1c1ccccc1 (centres undefined)	5%	39	-17%	24%	11%	6%
COc1ccc(S(=O)(=O)Nc2cccc(N(C)S(C)(=O)=O)c2)cc1C	?	-32	-32%	-3%	-1%	8%
O=Cc1c(NCCN2CCCC2)c2ccccc2[nH]c1=O	?	30	123%	24%	-28%	0%
CCc1ccc(C2N3CC4([N+](=O)[O-])CN2CC([N+](=O)[O-])(C3)C4(C)C)cc1 (centres undefined)	?	-8	-14%	-10%	4%	4%
Cc1ccc(C)c(NC(=O)CCCn2nc(C)c3sc4ccccc4c3c2=O)c1	24%	20	nt	nt	0%	nt
O=C(Nc1ccc(N2CCOCC2)cc1N1CCOCC1)c1ccc([N+](=O)[O-])cc1	?	2	-21%	2%	9%	-3%
O=C(Nc1ccc(S(=O)(=O)N2CCCC2)cc1)c1ccc(OCC2CCCO2)cc1 (centres undefined)	-3%	-88*	-1%	24%	3%	-3%
COC(=O)c1c(NC(=O)c2ccc(S(=O)(=O)N3CCCCC3)cc2)sc2c1CCN(C)C2	2%	-2	nt	nt	-18%	nt
O=C(O)Cc1ccc(O)c(F)c1	2%	-1	-15%	-3%	6%	-11%
COc1cccc(/C=N/NC(=O)c2[nH]nc3c2CCc2ccccc2-3)c1O	-3%	nt	5.6µM*	14%	?	-19%
CC(c1ccco1)N(C(=O)c1ccccc1NS(=O)(=O)c1cccc([N+](=O)[O-])c1)c1ccccn1 (centres undefined)	-1%	nt	-12%	-16%	-26%	-13%
COCCN(C(=O)c1csnn1)C(C(=O)NC(C)(C)C)c1cccc(OC)c1 (centres undefined)	0%	40	8%	1%	-2%	-3%
CC(C)C1CC(CCN)(Cc2ccccc2)CCO1 (centres undefined)	-8%	?	16%	5%	14%	8%
Cc1ccc2[nH]c(=O)c3cc(C(=O)N4CCN(c5ccccc5)CC4)sc3c2c1	0%	18	nt	nt	-3%	nt
CC(C)(C)c1nc2ccc([N+](=O)[O-])cc2[nH]1	-1%	8	-1%	-10%	1%	-3%

Among those listed so far, ten contain a thiophene ring, fused or not:
SMILES	AmpC inh detg	HCMV inh	AmpC inh no detg	AMA1 RON2 block	Sm TGR block	Giardia FBPA inh
COC(=O)c1c(NC(=O)c2cccs2)sc2c1CCCC2	-1%	30	-29%	50%[activator]	5%	30%
CN(C(=O)COc1ncnc2sccc12)c1ccccc1	5%	16	-15%	-4%	-2%	0%
O=C(Nc1cccnc1)c1cc2c(s1)-c1ccccc1OC2	-12%	-62*	-51%	26%	-14%	4%
Cc1cc(C)c2c(N)c(C(=O)Nc3c(C)n(C)n(-c4ccccc4)c3=O)sc2n1	?	-2	-18%	48%[activator]	0%	1%
O=C(N/N=C/c1ccc([N+](=O)[O-])s1)c1ccccc1	-3%	?	-43%	-2%	-13%	-3%
COc1ccc(C(=O)Nc2ccc(Oc3nc(C)nc4sc(-c5ccccc5)cc34)cc2)cc1OC	0%	-23	-20%	-12%	-1%	5%
COc1ccc(-c2nnc(NC(=O)C3CCCN3S(=O)(=O)c3cccs3)o2)cc1 (centres undefined)	-3%	7	-6%	55%[activator]	0%	nt
Cc1ccc(C)c(NC(=O)CCCn2nc(C)c3sc4ccccc4c3c2=O)c1	24%	20	nt	nt	0%	nt
COC(=O)c1c(NC(=O)c2ccc(S(=O)(=O)N3CCCCC3)cc2)sc2c1CCN(C)C2	2%	-2	nt	nt	-18%	nt
Cc1ccc2[nH]c(=O)c3cc(C(=O)N4CCN(c5ccccc5)CC4)sc3c2c1	0%	18	nt	nt	-3%	nt
